S1P2 ag = agonists of human S1P2 receptor | S1P2-expressing cell line, agonist reporter read-out | activation, % at 4.5 µM | 97,000 compounds, 0.46% hits; in the data active = activation above about 16%;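 also: 0% = vehicle low control and 100% = maximal reference agonist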
MT1-MMP txn act = activates MT1-MMP transcription | activation factor at 10 µM | AID 750 | HT1080 MT1-MMP promoter luciferase reporter, luminescence, overnight; stronger effect = higher value | 86,000 compounds, 0.16% hits;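 active = activation factor of at least 2 for MT1-MMP transcription at 10 µM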
PLK1 inh = inhibitors of human PLK1 kinase; recombinant PLK1 kinase, TR-FRET peptide phosphorylation; P53350; inhibition, % at 10 µM; 97,000 compounds, 0.53% hits;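 active = inhibition of 50% or more in the single-concentration screen; inactive = inhibition below 50%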;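 also: 0% = DMSO max control and 100% = H-89 dihydrochloride min control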
PLAP activator = human PLAP activation; P05187; purified PLAP enzyme, luminescent substrate read-out; stronger effect = higher value; activation fold at 20 µM; 96,000 compounds, 1.2% hits; AID 696; in the data active = activation fold above about 2
S1P2 blocker = S1P2 (human) receptor antagonism; O95136; cell-based S1P2 antagonist assay, inhibition at 5 uM; inhibition, % at 5 µM; 97,000 compounds, 0.21% hits; in the data active = inhibition above about 45%;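 also: CRE beta-lactamase reporter cells expressing human S1P2 stimulated with S1P; 0% = agonist at EC80 alone and 100% = agonist plus reference antagonist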
EphB4 ephrin blk = EphB4-ephrin-B2 interaction antagonism. inhibition, % at 7 µM. 97,000 compounds, 0.15% hits. EphB4 LBD / TNYL-RAW-Alexa532 peptide, fluorescence polarization. P54760;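 active = inhibition above the screen-wide mean inhibition plus 3 SD, cut at about 15% in these data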;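 also: 0% = DMSO wells and 100% = excess unlabeled TNYL-RAW peptide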
Target sequence (P54760 whole entry, looked up, the tested form may be a part): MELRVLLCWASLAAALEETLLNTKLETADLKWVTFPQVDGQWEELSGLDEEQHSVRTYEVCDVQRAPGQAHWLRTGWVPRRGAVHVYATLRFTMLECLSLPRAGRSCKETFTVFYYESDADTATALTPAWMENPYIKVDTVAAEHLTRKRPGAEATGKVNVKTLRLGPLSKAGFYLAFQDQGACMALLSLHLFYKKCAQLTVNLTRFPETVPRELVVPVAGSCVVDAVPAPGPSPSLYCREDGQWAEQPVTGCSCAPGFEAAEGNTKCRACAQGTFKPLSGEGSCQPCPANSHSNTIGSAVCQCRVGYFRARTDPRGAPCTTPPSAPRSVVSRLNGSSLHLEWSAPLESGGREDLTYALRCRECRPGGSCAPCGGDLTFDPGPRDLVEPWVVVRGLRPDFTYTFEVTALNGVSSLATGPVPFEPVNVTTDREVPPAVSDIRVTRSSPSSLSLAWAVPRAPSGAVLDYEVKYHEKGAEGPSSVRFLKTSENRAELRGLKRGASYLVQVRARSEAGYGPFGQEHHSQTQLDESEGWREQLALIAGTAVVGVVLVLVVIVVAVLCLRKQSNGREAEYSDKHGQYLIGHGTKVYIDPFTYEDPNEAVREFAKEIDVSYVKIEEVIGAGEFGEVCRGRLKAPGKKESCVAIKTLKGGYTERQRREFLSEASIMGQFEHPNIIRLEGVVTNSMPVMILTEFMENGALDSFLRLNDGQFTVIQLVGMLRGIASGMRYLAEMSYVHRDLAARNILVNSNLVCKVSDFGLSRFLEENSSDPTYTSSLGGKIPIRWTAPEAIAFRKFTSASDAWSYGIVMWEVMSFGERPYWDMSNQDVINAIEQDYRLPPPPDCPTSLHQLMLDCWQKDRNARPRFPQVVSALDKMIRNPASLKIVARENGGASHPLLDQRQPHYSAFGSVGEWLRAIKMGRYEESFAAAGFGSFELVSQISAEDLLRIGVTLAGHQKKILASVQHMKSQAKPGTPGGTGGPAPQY
PLK1 PBD inh = blocks phosphopeptide binding to human Plk1 polo box domain; P53350; Plk1 PBD phosphopeptide binding, fluorescence polarization; inhibition, %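 (tested at about 20 µM)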; 97,000 compounds, 0.13% hits; AID 693; in the data active = inhibition above about 34%, passing the limit was not always enough
HIV Rev-RRE inh = disrupts HIV-1 Rev binding to RRE RNA. 97,000 compounds, 0.79% hits. P05866. inhibition, % at 8 µM. AID 704. Rev peptide-RRE RNA binding, FRET;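 active = inhibition above the screen-wide mean plus 3 SD, cut at about 35% in these data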;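 also: 0% = median DMSO wells and 100% = median Neomycin B control wells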
Target sequence (P05866 whole entry, looked up): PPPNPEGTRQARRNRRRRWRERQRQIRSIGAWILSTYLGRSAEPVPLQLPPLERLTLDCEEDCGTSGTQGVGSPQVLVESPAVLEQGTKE
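Assay system: Rev peptide and RRE RNA, both fluorescently labelled; times: 5 min preincubation and 15 min binding, 25 °C; detection: FRET, ex 480 nm, em 540 and 671 nm; read-out basis: % inhibition from 671/540 nm acceptor-to-donor ratio, scaled between controls; benchmarks: DMSO low control, neomycin B high control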
FAK blocker = blocks human focal adhesion kinase activity; Q05397; biochemical FAK kinase activity assay; inhibition, %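 (tested at 7 µM)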; 97,000 compounds, 0.84% hits; AID 727; in the data active = inhibition above about 19%;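 also: 0% = DMSO and 100% = reference compound high control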
An asterisk follows results filed as active; / = not tested or not shown.

SMILES | S1P2 ag | MT1-MMP txn act | PLK1 inh | PLAP activator | S1P2 blocker | EphB4 ephrin blk | PLK1 PBD inh | HIV Rev-RRE inh | FAK blocker
Cc1nc2ccc(NC(=O)Cc3ccsc3)cc2s1 | -5 | 1.3 | -14 | 0.8 | -12 | -3 | 6 | 2 | -1
COc1cccc(CNc2ncc(Br)cc2Br)c1O | -4 | 1.4 | -16 | 1.1 | -3 | 3 | 1 | 10 | 4
OCCNCCCOc1ccc(Cl)cc1Br | -6 | / | 0 | 1.1 | 17 | 1 | -28 | 5 | 1
S=C1NC2=C(C(c3ccc(Br)cc3)N1)N1CCC2CC1 (stereo unspecified) | 1 | 1 | -10 | 1.1 | 14 | 0 | -33 | 6 | -2
CCOC(=O)c1sc(NC(=O)c2cc(-c3ccc(C)cc3)nc3ccccc23)c(C#N)c1C | -8 | / | -14 | 1.1 | -19 | 2 | 13 | 5 | -3
CCOc1cccc(-c2nnc3sc(COc4ccc(Cl)cc4)nn23)c1 | -7 | 1.2 | -5 | 0.9 | -6 | 1 | 12 | 10 | -1
CCOC(=O)Cn1c(-c2cccnc2Cl)nc2cc(C)c(C)cc21 | -7 | / | -9 | 0.9 | 27 | 2 | -17 | 4 | -3
CSc1cccc(NC(=O)CN(C)S(=O)(=O)c2ccc(C)cc2)c1 | -5 | 1.2 | -16 | 0.9 | -22 | 5 | 3 | 7 | 5
COc1ccc2c(Cl)c(-c3nnco3)sc2c1 | -3 | 1.2 | -3 | 0.9 | -38 | -6 | 9 | -3 | -7
CCOC(=O)N1CCC(Nc2nc(OC)nc(OC)n2)CC1 | -4 | 1.1 | 4 | 0.9 | -3 | 1 | 1 | 2 | 0
CCOC(=O)CNC(=O)c1sc(NC(=O)c2ccccc2)nc1C | -7 | 1.4 | -9 | / | 1 | 3 | -33 | 6 | 2
CCCc1cc(NCC2CCCO2)n2c(nc3ccccc32)c1C#N (stereo unspecified) | 5 | 1.1 | -12 | 1.4 | 0 | -11 | 9 | 13 | 1
O=C(Nc1ncc2c(n1)-c1ccccc1OC2)c1ccc(Cl)cc1Cl | 1 | / | -2 | 1 | 9 | 6 | 13 | 4 | -1
COc1ccc(S(=O)(=O)Nc2nnc(C)s2)cc1 | -8 | / | -11 | 1 | 23 | 3 | 11 | 9 | 1
COc1ccccc1NC(=O)CN(C)S(=O)(=O)c1ccc(F)cc1 | -1 | 1.2 | -5 | 1 | -7 | -6 | -20 | 3 | -1
Cn1c(/N=C/c2cccs2)nc2ccccc21 | -2 | 1.3 | 0 | 1.2 | 7 | 7 | -5 | 8 | 4
O=C(NCCNS(=O)(=O)c1cccc(C(F)(F)F)c1)c1cc(OCC(F)(F)F)ccc1OCC(F)(F)F | -6 | / | -11 | 0.9 | 26 | 3 | 0 | 13 | 1
CC(C)(C)c1cc(C(=O)O)c(CN2CCCCC2)o1 | -4 | 1.2 | -9 | 1 | 0 | -11 | 1 | 3 | 2
c1ccc2c(c1)nc(-c1ccncc1)n1nnnc21 | -5 | 1 | 11 | / | 14 | -2 | 9 | 7 | 3
CN1CCCCCC1=NC1=C(C#N)CCCC1 | -8 | 1.1 | -18 | 0.9 | 10 | 4 | 4 | 10 | 1
Cc1ccc(C(=O)Nc2ccc3c(c2)OCO3)cc1 | 3 | / | 1 | 0.9 | -27 | 1 | 16 | 2 | 1
CCOC(=O)NC(Nc1sc2c(c1C(=O)OC)CCN(C)C2)(C(F)(F)F)C(F)(F)F | 0 | 1.2 | 16 | 1.5 | 16 | -4 | -16 | 9 | -5
CCC(CO)N=CC1=C(O)CC(C)(C)CC1=O (stereo unspecified) | -7 | 1 | -22 | 1 | -2 | 0 | -26 | -1 | 1
Cc1cccc(N(CC(=O)Nc2ccc(CC#N)cc2)S(C)(=O)=O)c1 | -5 | 1 | -7 | 0.8 | 20 | 1 | 3 | 7 | 2
CCOC(=O)c1sc(SC)c(C(C)=O)c1C | -4 | / | -10 | 0.8 | -19 | -1 | -8 | 2 | 2
O=C1CCCc2c1cc(C(=O)Nc1ccc(Cl)cn1)c(=O)n2-c1ccccc1 | 1 | 1 | -5 | 1.6 | -2 | -1 | -14 | 7 | -3
O=c1cc(N2CCc3ccccc32)[nH]c(=O)n1-c1ccccc1 | -2 | 1.3 | -7 | / | -6 | -2 | -5 | 7 | -1
CC(=O)N1c2ccccc2NC2=C(C(=O)CCC2)C1c1ccc(F)cc1 (stereo unspecified) | -3 | 1 | -9 | 1.1 | -11 | 5 | 1 | 1 | 0
CCCCn1c(CCn2nc(C)c(Br)c2C)n[nH]c1=S | -2 | / | -19 | 2.1* | -3 | -7 | -4 | 2 | 3
CCCOC(=O)C1=C(C)NC2=C(C(=O)CCC2)C1c1cccc(OC)c1OC (stereo unspecified) | 1 | 1.1 | -1 | 1.3 | -2 | -1 | -28 | -2 | -2
COc1ccc(NC(=O)CCSc2nnc(C)s2)cc1 | -1 | / | 1 | 1.2 | -1 | 8 | -30 | 5 | 3
COc1ccc(NC(=O)c2nc3nccc(C)n3n2)cn1 | -1 | 1.4 | -6 | 1.3 | -3 | 8 | -16 | 22 | -1
COc1ccccc1-c1cc(C(=O)N2CCc3ccccc3C2)c2ccccc2n1 | -8 | / | 7 | 1.2 | 4 | -3 | -32 | 5 | -2
Cc1[nH]nc2c1C(C(C)C)C(C#N)=C(N)O2 (stereo unspecified) | -7 | 1.2 | 1 | 1.3 | 22 | -9 | 0 | 6 | 3
COc1cc(C)ccc1OCCOCCOc1ccccc1Br | -6 | / | -5 | 0.9 | -5 | -1 | -11 | 11 | 0
O=C(CN1C(=O)C2C3C=CC(C3)C2C1=O)N1CC=C(c2ccccc2)CC1 (stereo unspecified) | -8 | 1.2 | -22 | 1.3 | 14 | 2 | -29 | 3 | 6
Cc1ccc(Nc2nc(N3CCOCC3)c3ccccc3n2)cc1 | -7 | 1.1 | -8 | 1.2 | 17 | 7 | 2 | 14 | 16
c1cncc(-c2nnc(-c3cccs3)o2)c1 | -7 | 1.2 | -14 | 0.9 | 10 | 8 | -21 | 8 | -3
O=C(c1cccs1)N1CCC(c2ccccc2)C1 (stereo unspecified) | -9 | 1.5 | -6 | 0.8 | -20 | 1 | 21 | 1 | -2
CN(CCCNC(=O)CN1C(=O)CC(C)(C)S(=O)(=O)c2ccccc21)C1CCCCC1 | 0 | / | -7 | 1.6 | 14 | -1 | -20 | 0 | 3
COc1ccc(Oc2coc3cc(OC(=O)N4CCOCC4)ccc3c2=O)cc1 | -2 | 1.2 | -10 | 1.2 | -8 | -1 | -9 | 6 | 0
CC(C)(C)N1CC(c2nc3ccccc3n2Cc2ccccc2)CC1=O (stereo unspecified) | -1 | 1 | -5 | 1.6 | -16 | 4 | 2 | 10 | 2
CC(O)CN(Cc1ccc(Cl)cc1)CC(C)O (stereo unspecified) | -7 | 1.1 | -13 | 1.1 | 15 | 7 | -10 | 8 | 8
CC1(C)CN(c2ccccc2)N(C(=O)c2ccc(C#N)cc2)C1=O | -1 | / | -9 | 0.9 | 17 | -6 | -3 | -4 | -2
COc1ccc(-c2nnc3ccc(SCC(=O)NCC4CCCO4)nn23)cc1 (stereo unspecified) | -13 | 1.1 | 0 | 0.9 | -8 | 2 | 12 | 3 | 1
O=c1c2cc(Cl)ccc2[nH]c(=S)n1Cc1ccco1 | 2 | 1.1 | -7 | 1.1 | -17 | 4 | 0 | 4 | -1
O=C(O)c1nn2c(c1Br)NC(c1ccccc1)CC2C(F)(F)F (stereo unspecified) | -6 | 1.1 | -3 | 0.9 | -3 | -1 | 11 | 5 | -5
CN1CCN(C(=O)c2ccc3c(=O)n(CCc4ccccc4)c(=S)[nH]c3c2)CC1 | -2 | 1 | -10 | / | -5 | 2 | 9 | 3 | 1
Cc1ccc(C)c(-n2c(CNC(=O)c3ccco3)nnc2SCC(=O)Nc2nccs2)c1 | -5 | 1.1 | -8 | 1 | -9 | -5 | 12 | 2 | 3
O=C(N/N=C/c1ccco1)c1cnccn1 | -5 | / | -8 | 1 | -4 | -2 | -6 | 3 | -2

Gathered by group: the compounds so far with two or more sulfur atoms.
SMILES | S1P2 ag | MT1-MMP txn act | PLK1 inh | PLAP activator | S1P2 blocker | EphB4 ephrin blk | PLK1 PBD inh | HIV Rev-RRE inh | FAK blocker
Cc1nc2ccc(NC(=O)Cc3ccsc3)cc2s1 | -5 | 1.3 | -14 | 0.8 | -12 | -3 | 6 | 2 | -1
CSc1cccc(NC(=O)CN(C)S(=O)(=O)c2ccc(C)cc2)c1 | -5 | 1.2 | -16 | 0.9 | -22 | 5 | 3 | 7 | 5
COc1ccc(S(=O)(=O)Nc2nnc(C)s2)cc1 | -8 | / | -11 | 1 | 23 | 3 | 11 | 9 | 1
CCOC(=O)c1sc(SC)c(C(C)=O)c1C | -4 | / | -10 | 0.8 | -19 | -1 | -8 | 2 | 2
COc1ccc(NC(=O)CCSc2nnc(C)s2)cc1 | -1 | / | 1 | 1.2 | -1 | 8 | -30 | 5 | 3
Cc1ccc(C)c(-n2c(CNC(=O)c3ccco3)nnc2SCC(=O)Nc2nccs2)c1 | -5 | 1.1 | -8 | 1 | -9 | -5 | 12 | 2 | 3

Next section
SMILES | S1P2 ag | MT1-MMP txn act | PLK1 inh | PLAP activator | S1P2 blocker | EphB4 ephrin blk | PLK1 PBD inh | HIV Rev-RRE inh | FAK blocker
COc1cc(C=O)ccc1OCCSc1ccc(Cl)cc1 | -1 | / | -3 | 0.8 | -1 | 5 | 35 | 5 | -1
CCC(C)(C)NC(=O)C(c1ccccc1F)N(Cc1ccco1)C(=O)c1csnn1 (stereo unspecified) | -6 | / | -11 | 1.1 | 30 | 0 | 5 | 3 | -1
Cc1nc2c3ccccc3n(CC(=O)c3ccc(F)cc3)c(=O)n2n1 | 1 | 1.1 | -152 | 0.8 | -13 | -8 | 29 | 2 | -2
C=CCOC(=O)C1=C(C)NC(=S)NC1/C=C/c1ccccc1 (stereo unspecified) | -4 | / | 1 | 0.7 | 0 | -6 | 26 | -4 | -5
O=C(c1cnccn1)N(Cc1ccco1)C1(C(=O)NC2CCCCC2)CCCCC1 | -4 | 1.3 | -4 | 1 | -8 | 0 | -4 | 0 | -2
CC(C)CNC(=S)NNC(=O)c1nn(C)cc1Cl | -4 | 1 | -8 | / | 12 | 8 | -26 | 6 | 2
CCOC(=O)c1ccc(NC(=O)CCc2nc(-c3cccc(C)c3)no2)cc1 | -4 | 1.1 | -5 | 0.8 | 1 | -6 | 31 | 7 | -9
C/C(=N/Oc1nc(C)cc(C)n1)c1ccc(Br)cc1 | -3 | 1.1 | -7 | 1.8 | 7 | 1 | -20 | 10 | -1
COc1cc2c(cc1OC)C(C)N(C(=O)c1cc3ccccc3o1)CC2 (stereo unspecified) | -3 | 0.9 | -11 | 1.1 | -14 | -1 | -18 | 8 | 2
N#Cc1c(C(F)(F)F)cc(-c2ccccc2)nc1SCC(=O)N1CCOCC1 | -6 | / | -7 | 1.1 | 11 | 5 | -42 | 11 | 9
CC(C)Oc1ccc(CC2CC(=O)NC2=O)cc1 (stereo unspecified) | 1 | 1.1 | -4 | 1 | -6 | -11 | 10 | 3 | -2
CCCCOC(=O)Nc1ccc2c(C)cc(=O)oc2c1 | -4 | 1.9 | -10 | / | 18 | -3 | 12 | 4 | 2
CSCC[C@H](NC(=O)OC(C)(C)C)c1nnc(SCC(=O)N(C)C)o1 | -2 | 1.2 | -8 | 1 | -2 | 5 | 3 | 5 | 5
c1ccc(C2(c3ccccc3)OCC(Cn3cncn3)O2)cc1 (stereo unspecified) | -5 | 0.9 | -6 | 0.9 | -2 | 0 | -9 | -2 | -5
N#CCCN1CCN(S(=O)(=O)c2ccc(S(=O)(=O)NC3CCCC3)cc2)CC1 | -2 | 1.2 | -10 | 1 | 17 | 2 | -10 | 0 | 1

Compounds as they come; overall some 3.9% were active at least once.
